CHO-K1 Ca antag: counter-screen for M1 antagonists: effect in parental CHO-K1 cells; ATP-induced calcium, Fluo-8 fluorescence; inhibition, % at 3 µM; actives 0.6% (n = 360,000); AID 602250;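 active = inhibition above a per-plate cutoff, the plate's mean sample inhibition plus 3 SD, cut at about 24% in these data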;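 note: 0% = DMSO plus EC80 ATP and 100% = DMSO alone without ATP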
M1 PAM parental: nonselective activator or artifact in parental CHO-K1 calcium assay; ATP EC20, Fluo-8 calcium fluorescence; 0% at ATP EC20, 100% at ATP max; activation, % at 3 µM; actives 0.02% (n = 360,000); AID 602247;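 active = activation above the run cutoff, the mean activation of all test compounds plus 3 SD, cut at about 40% in these data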;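 note: peak over basal fluorescence ratio in a 140 s read after ATP addition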
CHO parental Ca: counter-screen for OX1R antagonists: effect in parental CHO cells. parental CHO-K1, ATP-induced calcium, Fluo-8 fluorescence. inhibition, % at 5.6 µM. actives 0.63% (n = 330,000). AID 463079;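 active = inhibition above that plate's mean sample inhibition plus 3 SD, cut at about 26% in these data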;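 note: 0% = ATP-challenged DMSO wells and 100% = DMSO wells without ATP; some compounds past the cut are filed as inactive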
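Material – parental CHO cells · Reagent – ATP stimulus · Compound – single nominal dose of 5.6 µM per compound · Detection – Fluo-8 fluorescence · Read-out basis – percent inhibition of calcium signal · Controls – ATP-challenged DMSO wells low, unchallenged DMSO wells high · Repeats – no replicates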
V1R ag counter: activates human V1a receptor in oxytocin agonist counter-screen. actives 0.25% (n = 320,000). AID 2797. activation, % at 3 µM. P37288. CHO-V1R cells, Fluo-8 calcium fluorescence, agonist mode; 0% DMSO, 100% 3 nM vasopressin;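 active = activation above the mean activation of all tested compounds plus 3 SD, per screening run, cut at about 20% in these data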;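 note: signal is peak over basal fluorescence ratio across a 100 second FLIPR read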
Target sequence (P37288 whole entry, looked up): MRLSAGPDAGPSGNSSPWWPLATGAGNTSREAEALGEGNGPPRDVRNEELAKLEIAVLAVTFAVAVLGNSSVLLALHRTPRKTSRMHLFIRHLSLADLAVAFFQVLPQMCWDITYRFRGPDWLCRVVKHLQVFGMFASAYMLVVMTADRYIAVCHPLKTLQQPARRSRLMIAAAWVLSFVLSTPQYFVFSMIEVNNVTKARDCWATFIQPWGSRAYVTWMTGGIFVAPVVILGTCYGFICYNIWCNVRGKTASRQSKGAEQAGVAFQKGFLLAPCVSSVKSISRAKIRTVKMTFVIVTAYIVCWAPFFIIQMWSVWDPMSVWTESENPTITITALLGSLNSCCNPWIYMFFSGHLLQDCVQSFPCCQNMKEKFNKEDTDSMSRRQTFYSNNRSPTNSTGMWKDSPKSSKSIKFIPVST
TAAR1 agonist: human TAAR1 agonism; activation, % at 3 µM; CHO RD-HGA16 TAAR1, Fluo-8 calcium fluorescence; vehicle wells 0%, saturating PEA agonist 100%; Q96RJ0; AID 624467; actives 0.99% (n = 360,000);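 active = activation above the mean activation of all test compounds in the run plus 3 SD, cut at about 38% in these data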
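Repeats: no replicates (n 1) | Material: CHO-derived RD-HGA16 cells with stable Gα16 and human TAAR1 | Technique: Kinetic Fluo-8 calcium fluorescence | Schedule: 17-24 h seeding, 75 min 37 °C dye, 30 min RT | Evaluation: % activation from peak over basal fluorescence ratio, DMSO-to-PEA scaled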
M1 ag parental: counter-screen for M1 agonists: effect in parental CHO-K1 cells; AID 602248; activation, % at 3 µM; actives 0.48% (n = 360,000); Fluo-8 calcium fluorescence; scaled to maximal ATP response, vehicle zero; in the data active = activation above about 15%;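 note: untransfected CHO-K1 host cells lacking M1 receptor as counterscreen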
CHRM1 agonist: activates human CHRM1 receptor; P11229; CHO-K1 hM1, Fluo-8 calcium fluorescence, agonist mode; 0% DMSO, 100% acetylcholine EC100; activation, % at 3 µM; actives 0.33% (n = 360,000); AID 588814;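 active = activation above the run's mean compound activation plus 3 SD, cut at about 16% in these data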;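 note: peak over basal fluorescence ratio within a 140 s kinetic read after compound addition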
OXTR potentiator: human OXTR potentiation; P30559; CHO-OTR cells, Fluo-8 calcium fluorescence, potentiator mode; 0% = oxytocin EC15, 100% = EC100; activation, % at 3 µM; actives 0.061% (n = 320,000); AID 2445;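 active = activation above that plate's cutoff, the mean activation of tested compounds plus 3 SD, cut at about 6.6% in these data, passing the limit was not always enough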;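 note: 100% uses oxytocin at 75 nM as the full agonist control; some results filed as inactive read as strong as hits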
Target sequence (P30559 whole entry, looked up): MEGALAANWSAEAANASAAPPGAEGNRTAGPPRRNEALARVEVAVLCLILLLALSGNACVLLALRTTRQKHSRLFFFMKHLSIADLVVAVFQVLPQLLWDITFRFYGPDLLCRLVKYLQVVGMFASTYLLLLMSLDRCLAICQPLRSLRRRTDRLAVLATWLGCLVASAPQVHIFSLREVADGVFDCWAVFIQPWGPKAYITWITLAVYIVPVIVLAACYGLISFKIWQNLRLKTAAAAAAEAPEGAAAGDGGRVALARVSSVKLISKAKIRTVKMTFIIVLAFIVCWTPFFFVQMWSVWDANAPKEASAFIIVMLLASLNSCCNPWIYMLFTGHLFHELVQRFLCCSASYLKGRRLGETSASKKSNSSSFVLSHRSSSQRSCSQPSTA
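Measured by – Fluo-8 calcium dye fluorescence · Test system – human OTR in CHO cells · Dosing – one concentration, 3.0 µM compound · Controls – EC15 oxytocin alone as 0%, 75 nM oxytocin as 100% · Evaluation – normalized max/min fluorescence ratio, % activation · Timing – 6 min pre-incubation, 100 s read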
TAAR1 antag: human TAAR1 antagonism. Q96RJ0. CHO RD-HGA16 TAAR1, Fluo-8 calcium fluorescence, antagonist. inhibition, % at 3 µM. actives 1.5% (n = 360,000). AID 624466;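 active = inhibition above a per-plate cutoff, the mean inhibition of test compounds on that plate plus 3 SD, cut at about 49% in these data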;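 note: 0% = DMSO plus EC80 beta-PEA response and 100% = DMSO alone without agonist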
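Assay system: RD-HGA16 CHO cells with stable hTAAR1 and Gα16 / Reagent: EC80 β-phenethylamine stimulus / Doses: 3 µM, single point / Timing: dye loading 75 min at 37 °C, then 30 min room temperature / Measured by: Fluo-8 intracellular calcium dye fluorescence, real-time kinetic reads / Controls: vehicle wells and EC80 agonist wells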
An asterisk follows results filed as active; · = not tested or not shown. Some of the compounds tested. The share of hits here may be higher or lower than overall.

SMILES	CHO-K1 Ca antag	M1 PAM parental	CHO parental Ca	V1R ag counter	TAAR1 agonist	M1 ag parental	CHRM1 agonist	OXTR potentiator	TAAR1 antag
O=P1(NCCCl)OCCC(OO)N1CCCl (stereo not drawn)	-12	16	·	·	4	1.7	·	·	-24
CCCNC(=O)c1c(N)n(CC2CCCO2)c2nc3ccccc3nc12 (stereo not drawn)	-8	10	-18	0.4	3	2.1	-2	-12	2
CCN1CCN(Cc2ccc(C)cc2)CC1	-7	10	8	1.6	5	-0.1	-6	-9	-5
COC(=O)C1=C(c2ccc(F)cc2F)C[C@@H]2CC[C@H]1N2C(=O)NCCO	-5	12	-9	-0.9	4	0.7	-3	0	8
O=C(Nc1ccccc1)c1c(O)[nH]c(=S)[nH]c1=O	-1	-4	-12	0.4	16	-0.2	1	-9	5
O=C1CC(N2CC2)C(=O)N1c1ccccc1 (stereo not drawn)	-1	-7	·	·	3	0.9	-1	·	8
O=C1/C(=C/c2ccc([N+](=O)[O-])cc2)N2CCC1CC2	-6	14	-5	3.4	4	1.9	-3	-8	19
COc1cc(CNCCc2ccc3c(c2)OCO3)cc(OC)c1OC	-16	9	-1	1.3	3	2.2	-6	-13	-7
CC(Cc1ccccc1)NC(=O)/C=C/c1ccc(Cl)cc1 (stereo not drawn)	7	-11	-16	0.0	0	0.9	-9	3	23
O=C(CN1CCOCC1)Nc1ccc(Br)cc1C(=O)c1ccccc1	-1	6	-25	-0.7	8	-0.2	-8	-4	2
COC(=O)c1cccc(N=Cc2c(O)n(Cc3ccc(F)cc3)c(=O)[nH]c2=O)c1	-7	12	-6	0.8	4	0.3	-3	2	-21
COP(=O)(OC)C(Nc1ccccc1)c1ccccc1 (stereo not drawn)	3	6	-13	1.1	0	0.7	-8	0	-10
Cc1cc(OCC(=O)NCc2ccncc2)c2c3c(c(=O)oc2c1)CCCC3	-5	8	-22	-0.4	-2	2.8	-12	-2	-10
COC1=CC=C2[C@H]3Cc4ccc(OC)c5c4[C@@]2(CCN3C)C1O5 (stereo partly drawn)	0	-11	-9	0.8	0	-0.1	-6	0	0
c1ccc(C(OCCN2CCN(c3ncccn3)CC2)c2ccccc2)cc1	2	5	-26	-0.1	5	4.1	-6	-10	-51
CC1CCN(CC(=O)c2ccccc2Cl)CC1	1	-5	0	1.2	4	-0.3	-6	-6	-14
CC12CCC3c4ccc(OC(=O)N(CCCl)CCCl)cc4CCC3C1CCC2O (stereo not drawn)	-11	21	·	·	3	5.5	6	·	19
C=Cn1ccnc1P(=S)(c1ccc(Cl)cc1)c1nccn1C=C	2	-13	-1	-1.2	4	-0.1	-1	2	-10
O=[N+]([O-])c1cc(O)c(O)c([N+](=O)[O-])c1	-6	25	-7	0.9	4	0.5	-3	1	-26
OC(CN1CCOCC1)c1csc2ccccc12 (stereo not drawn)	-4	20	-6	0.1	1	12	-3	5	-3
COC(=O)C1=C(c2cc3ccccc3s2)C[C@@H]2CC[C@H]1N2C(=O)N1CCCCC1	3	-13	-15	-0.8	7	-0.7	-3	-10	17
CN1CCN(c2ncnc(Cl)c2N)CC1	-19	23	·	·	2	0.9	-6	·	1
COc1cccc(C(=O)C2CCCN(C3CCOCC3)C2)c1 (stereo not drawn)	-17	15	-8	0.8	3	0.9	-12	-1	3
COc1ccc(-n2nnnc2C(c2ccccc2)N2CCC(n3c(=O)[nH]c4ccccc43)CC2)cc1 (stereo not drawn)	21	1	·	·	14	4.4	2	·	67*
O=C(NCP(=O)(Oc1ccccc1)Oc1ccccc1)OCc1ccccc1	5	12	·	·	3	2.8	-1	·	14
OC1(c2ccc(F)cc2)CC2CCC(C1)N2Cc1nnnn1C1CCCC1 (stereo not drawn)	-11	8	-20	0.9	10	1.2	-5	-1	-18
COC(=O)C1=C(c2cc3ccccc3o2)C[C@@H]2CC[C@H]1N2C(=O)N1CCC(C)CC1	-17	18	-21	-1.0	2	0.3	-6	-7	9
CC1=NNC(=O)C1Br (stereo not drawn)	-5	-19	·	·	2	0.2	-5	·	4
CC(=O)N1CCN(Cc2ccc(Cl)nc2)CC1	-6	9	6	-0.2	2	0.8	-3	-10	6
CCOC(=O)[C@]12Cc3cc(OC)ccc3[C@H]1N(CC(=O)OC)C(=O)c1ccccc12	-7	-9	·	·	3	0.8	·	·	4
Cc1cc(C)nc(-n2c(C)nc3cc(Cl)ccc3c2=O)c1	-5	4	-16	-0.6	4	-0.1	-4	-6	-2
CC1(C)CC(=O)c2cc(OCC(=O)N3CCN(Cc4ccccc4)CC3)ccc2O1	-22	20	-13	1.0	3	1.2	-4	-23	-30
COC(=O)C1=C(c2ccc(F)cc2F)C[C@@H]2CC[C@H]1N2C(=O)N1CCCCC1	-14	9	-25	-0.6	5	-0.4	-6	-4	-3
C[C@@H]1CC2(CCCC[N+]2(C)C)C[C@H]1C	-13	2	3	0.9	3	0.5	-14	2	-1
Cc1noc(C)c1CC(=O)N1CCCC(N2CCN(c3ccccc3F)CC2)C1 (stereo not drawn)	0	-2	-21	0.8	0	-0.1	-6	0	-11
CN(C)C1(CNC(=O)c2ccc(NS(=O)(=O)c3ccc(Cl)c(Cl)c3)cc2)CCCCC1	-12	3	-8	1.0	2	1.0	-8	-5	-10
c1ccc2c(CN3CCOCC3)c[nH]c2c1	0	1	-6	0.1	2	0.4	-4	-3	-6
BrCC(Br)C1CCC(Br)C(Br)C1 (stereo not drawn)	-13	12	-7	0.5	9	0.8	-4	-8	-6
CCOc1ccc(CN(CCCl)CCCl)cc1C(=O)OC	2	7	-6	2.3	·	0.6	4	-19	·
CN1CCC(OC(=O)c2cccc(F)c2)CC1	17	10	-1	0.6	3	12	-3	-2	-6
CC(=O)NC1CC2CCCC(C1)N2 (stereo not drawn)	2	3	-3	1.6	0	0.0	-5	-4	-8
CCCC12CN3CC(CCC)(CN(C1)C3c1ccccn1)C2=O (stereo not drawn)	-12	21	-3	-1.3	4	0.4	-6	2	12
COCCNC(=O)c1c(N)n(CCC(C)C)c2nc3ccccc3nc12	-2	16	-3	2.8	14	13	-4	-11	23
CC(=O)OCC(=O)[C@H]1CC[C@H]2[C@@H]3CC[C@H]4C[C@H](O)CC[C@]4(C)[C@H]3C(=O)C[C@]12C	-5	15	-8	2.3	3	1.5	-4	-1	-5
COc1ccc(CN2CCNCC2)cc1	6	-7	·	·	1	-0.5	-4	·	-7
COc1ccc(OC)c(N2C(=O)CC(=O)NC2=O)c1	2	-20	5	0.8	1	-0.3	0	-6	0
O=c1[nH]c(O)c(C=Nc2ccccc2Oc2ccccc2)c(=O)[nH]1	-22	25	-15	-0.9	-1	0.6	-3	3	-7
CN1C2CNC(=O)CC1C1CCC2C1 (stereo not drawn)	0	15	·	·	1	0.4	-1	·	0
Cc1cc2c(C(C)C)c(O)c(O)c(C=O)c2c(O)c1-c1c(C)cc2c(C(C)C)c(O)c(O)c(C=O)c2c1O	-4	17	·	·	6	2.3	-7	·	41
O=c1c2ccccc2nc(CSc2ncnc3nc[nH]c23)n1-c1ccc(Cl)c(Cl)c1	3	12	-1	-0.2	13	1.5	-1	-8	22
CC(C)COc1ccc(C2(C#N)CC[N+](C)(C)CC2)cc1	-3	-4	-6	0.0	1	0.5	-5	-6	4
COC(=O)C1=C(c2ccc(F)cc2F)C[C@@H]2CC[C@H]1N2C(=O)NCCOc1ccc(OC)cc1	-12	0	-33	0.3	·	-0.5	-5	-4	·
C[C@]12CCC3C(CC[C@H]4C[C@@H](O)CC[C@]34C)C1C[C@@H](O)[C@@H]2O (stereo partly drawn)	-7	4	·	·	9	0.7	-2	·	0
Cc1ccccc1OCCN=Cc1c(O)n(C)c(=O)n(C)c1=O	0	20	-6	4.7	19	3.0	0	-7	-3
COC(=O)C1=C(c2cccc(OC)c2OC)C[C@@H]2CC[C@H]1N2C(=O)NCc1ccc(C(F)(F)F)cc1	-6	-17	-20	-1.7	0	-0.7	-10	-4	-5
CN1C(=O)C(=CN2CCN(C(=O)c3ccco3)CC2)C(=O)N(C)C1=S	-3	7	8	-1.1	53*	-0.4	-3	-6	-9
CCC(C(=O)N1CCC2(CC1)OCCO2)c1ccccc1 (stereo not drawn)	-13	23	9	0.0	2	0.5	-11	-8	3
O=C1NC(=O)N(CCc2ccc(F)cc2)C(=O)/C1=C/c1ccco1	-9	-1	3	2.4	12	3.5	1	-26	-30
Cc1cc(/C=C2\C(=O)NC(=O)N(Cc3ccco3)C2=O)c(C)n1-c1ccc(C(=O)O)cc1	-5	-3	0	2.2	0	0.4	-3	-2	-6
COc1ccc(C2=CC(c3ccc(OC)c(OC)c3)c3c(c4ccccc4oc3=O)O2)cc1OC (stereo not drawn)	-19	13	-22	0.7	1	0.5	-4	-3	-7

(further entries)
SMILES	CHO-K1 Ca antag	M1 PAM parental	CHO parental Ca	V1R ag counter	TAAR1 agonist	M1 ag parental	CHRM1 agonist	OXTR potentiator	TAAR1 antag
Cc1ccc(O)c(CN2CCN(c3ccccc3)CC2)c1	-11	7	-1	-0.6	6	-0.1	-4	-10	3
Cc1ccccc1NC(=O)N1Cc2ccccc2-n2nncc2C1	0	-10	·	·	0	0.6	-2	·	2
C=CCn1c(O)c(/C=C2/C=c3ccccc3=N2)c(=O)[nH]c1=S	3	14	-3	2.0	3	0.6	4	3	9
Fc1ccccc1CCNCc1ccccc1	8	-12	-4	0.6	8	-0.1	-7	-7	3
C=CCN1C(=O)NC(=O)/C(=C/c2ccoc2)C1=O	-8	5	11	12	1	3.6	-2	-6	-12
O=C(NC1(C(F)(F)F)Oc2ccccc2O1)N1CCC2(CC1)OCCO2	-20	18	8	0.0	0	1.2	-3	1	5

Gathered by group, the entries above containing bromine (three)
SMILES	CHO-K1 Ca antag	M1 PAM parental	CHO parental Ca	V1R ag counter	TAAR1 agonist	M1 ag parental	CHRM1 agonist	OXTR potentiator	TAAR1 antag
O=C(CN1CCOCC1)Nc1ccc(Br)cc1C(=O)c1ccccc1	-1	6	-25	-0.7	8	-0.2	-8	-4	2
CC1=NNC(=O)C1Br (stereo not drawn)	-5	-19	·	·	2	0.2	-5	·	4
BrCC(Br)C1CCC(Br)C(Br)C1 (stereo not drawn)	-13	12	-7	0.5	9	0.8	-4	-8	-6

High-throughput results: PubChem, The Scripps Research Institute Molecular Screening Center
